# aGlu spleen mod = qHTS Assay for Inhibitors and Activators of Human alpha-Glucosidase From Spleen Homogenate | Lysosomal alpha-glucosidase (Homo sapiens), P10253 | human spleen homogenate, 4-MU-alpha-glucoside fluorescence | Potency, µM (doses to about 79.9 µM), without a hit: top-dose activity change, negative = inhibition, usual class: inhibitors | 240,000 tested, 0.006% active | AID 2112, 2009;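 note: 0% = enzyme with vehicle and -100% = no enzyme basal signal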
#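 Compounds were titrated against alpha-glucosidase in spleen homogenate at pH 5.0, with 1 mM 4-methylumbelliferyl substrate for 40 min at 37 C. Reactions were quenched with pH 10 NaOH/glycine and fluorescence measured.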
# Tau fibril FP = qHTS for Inhibitors of Tau Fibril Formation, Fluorescence Polarization; Potency, µM (doses to about 57.7 µM), for inactives: at the highest dose activity, negative = inhibition, hits mostly inhibitors; 280,000 tested, 0.39% active; K18 P301L tau heparin fibrillization, Alexa594 FP, 6 h; Microtubule-associated protein tau (Homo sapiens), P10636; note: % is set by controls: 0 for no effect and ±100 for the full control effect; nearly all actives have a fitted effect of over 55% in size
# Target sequence (P10636 561-689 P618L limits assumed): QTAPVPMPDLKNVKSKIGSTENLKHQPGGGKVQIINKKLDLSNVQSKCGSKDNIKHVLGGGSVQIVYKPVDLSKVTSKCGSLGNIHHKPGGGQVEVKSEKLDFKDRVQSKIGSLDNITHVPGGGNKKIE
#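 Compound effects on tau fibrillization are measured by Alexa 594 fluorescence polarization (ex 555, em 632 nm). K18 P301L tau is used at 15 uM with 0.24 uM labeled tracer, and 20 uM heparin induces aggregation over 6 hr at 37 C.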
# GAA glycogen = qHTS Assay for Inhibitors and Activators of Human alpha-Glucosidase Cleavage of Glycogen; 300,000 tested, 0.38% active; recombinant GAA, glycogen substrate, Amplex Red glucose oxidase fluorescence; Lysosomal alpha-glucosidase (Homo sapiens), P10253; Potency, µM (doses to about 76.4 µM), for the others: top-dose activity change, negative = inhibition, hits mostly inhibitors;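 note: 0% = full enzyme reaction and -100% = no-enzyme basal signal; the screen sought inhibitors and activators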
#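 qHTS, 1536-well; enzyme 4 nM final; cpd up to 77 uM; substrate bovine liver glycogen 30 ug; 50 mM citrate/phosphate pH 5.0, 0.01% Tween-20; 37 C, 40 min; Amplex Red detection 45 min RT; Hill fit → AC50.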
# aGal spleen mod = qHTS Assay for Inhibitors and Activators of Human alpha-Galactosidase From Spleen Homogenate | Alpha-galactosidase A (Homo sapiens), P06280 | human spleen homogenate, 4MU-alpha-Gal fluorescence, 40 min | Potency, µM (titrated, usually from 80 µM), without a hit: at the top dose activity change, negative = inhibition, most hits filed as inhibitors | 240,000 tested, 0.008% active;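 note: 0% = enzyme with vehicle and -100% = no enzyme basal signal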
# Target sequence (P06280 32-429 limits assumed): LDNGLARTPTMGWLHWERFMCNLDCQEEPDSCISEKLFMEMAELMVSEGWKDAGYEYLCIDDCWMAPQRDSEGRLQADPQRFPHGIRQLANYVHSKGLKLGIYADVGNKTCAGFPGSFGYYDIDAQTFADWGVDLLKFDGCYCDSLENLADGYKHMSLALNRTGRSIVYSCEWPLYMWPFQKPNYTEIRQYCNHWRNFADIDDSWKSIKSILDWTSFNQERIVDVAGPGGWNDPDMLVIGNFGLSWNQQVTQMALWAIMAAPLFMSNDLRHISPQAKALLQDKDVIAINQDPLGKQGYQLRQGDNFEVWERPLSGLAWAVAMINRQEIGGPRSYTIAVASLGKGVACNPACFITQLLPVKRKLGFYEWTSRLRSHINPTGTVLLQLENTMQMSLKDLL
#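 Spleen homogenate 1 ug + cpd (titration) + 4-MU-alpha-D-galactopyranoside 1 mM; 37C 40 min; 50 mM citrate/phosphate pH 5.0, 0.01% Tween-20; stop pH 10; fluorescence 365/440; AC50 via Hill.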
# GAA inh = qHTS Assay for Inhibitors of Human alpha-Glucosidase as a Potential Chaperone Treatment of Pompe Disease. Lysosomal alpha-glucosidase (Homo sapiens), P10253. purified human GAA, 4-MU-alpha-glucoside fluorescence. Potency, µM (series often up to 76.9 µM), for the others: at the top dose activity change, negative = inhibition, hits mostly inhibitors. 200,000 tested, 0.005% active. AID 1466, 2008;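 note: plate controls were uninhibited enzyme wells for no effect and no-enzyme background for full effect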
#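 Read-out is 4-methylumbelliferone fluorescence (Ex 365/Em 440 nm) after NaOH/glycine stop at pH 10. Enzyme 4 nM, substrate 400 uM, pH 5.0 citrate buffer, 20 min room temperature; AC50 from Hill-equation concentration-response.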
# Tau fluor cs = Counterscreen qHTS for Inhibitors of Tau Fibril Formation, Fluorescence Polarization | tau K18 P301L Alexa594 fluorescence, heparin fibrillization | Potency, µM (series often up to 57.7 µM), inactives show at the highest dose activity change, negative = decrease | 280,000 tested, 0.93% active; note: % is set by controls: 0 for no effect and ±100 for the full control effect; nearly all actives have a fitted effect of over 55% in size
#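 Human tau K18 P301L (15 uM unlabeled, 0.24 uM Alexa 594-labeled) in 100 mM sodium acetate pH 7 with 20 uM heparin, 6 hr at 37 C. ThT 30 uM added, 1 hr ambient; Alexa 594 FP and total fluorescence read at 555/632 nm.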
# Tau fibril ThT = qHTS for Inhibitors of Tau Fibril Formation, Thioflavin T Binding; Potency, µM (titrated, usually from 57.4 µM), for inactives: top-dose activity, negative = inhibition, hits mostly inhibitors; recombinant tau K18 P301L (four-repeat tau fragment), heparin-induced fibrillization, ThT fluorescence; Microtubule-associated protein tau (Homo sapiens), P10636; 270,000 tested, 2.1% active; note: % is set by controls: 0 for no effect and ±100 for the full control effect; nearly all actives have a fitted effect of over 55% in size
#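 In this qHTS, human K18 P301L tau is incubated with compound and heparin for 6 hr at 37 C, and Thioflavin T fluorescence then reports fibril load.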
# HTT cytoprotect = qHTS Multiplex Assay to Identify Dual Action Probes in a Cell Model of Huntington: Cytoprotection (ATP) | 230,000 tested, 0.14% active | AID 1471, 2008 | Potency, µM (series often up to 56.4 µM), inactives show cytoprotection (ATP increase), hits mostly activators | PC12 HTT-Q103 induced, cytoprotection, ATP luminescence, 40 h;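 note: % of control where 0% means no effect; nearly all actives have a fitted effect of over 45% in size; toxic huntingtin expression switched on by the ecdysone agonist tebufenozide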
#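 Huntington model: PC12 line, ecdysone-inducible HTTQ103 exon1–GFP, tebufenozide 100 nM. Test articles in a dose series. Endpoint luminescence from cellular ATP.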
# * hit, by the source's call; ? = inconclusive; nt = no result given; [ ] = remark or other dose. Calls come from the whole dose curve; as a rule, active = well fitted curve in the direction sought with a large enough effect; inconclusive = small, poorly fitted or top-dose-only effect, or another doubt; inactive = no such curve, though single readings can be large; an effect the other way counts as inactive or inconclusive. Potency is the fitted concentration of half-maximal effect.
1) O=C1CC(c2cccs2)Sc2nc3ccccc3n21 (stereo unspecified)
2) O=C(N/N=C/c1ccc[nH]1)c1ccc(COc2cccc3cccnc23)cc1
3) CC(O)CSc1nc2c(c(=O)[nH]c(=O)n2C)n1CC(O)COc1ccccc1 (stereo unspecified)
4) Cc1ccc2[nH]c(C)c(/C=N/Nc3nc4ccccc4s3)c2c1
5) O=[n+]1c2c(n([O-])c3cc(Cl)ccc31)CCCC2
6) Nc1nc(C23CC4CC(CC(C4)C2)C3)[nH]c(=O)n1
7) COC(=O)c1c[nH]n2c(=O)cc(C)nc12
8) Brc1ccc(-n2c(SCc3nc4ccccc4[nH]3)nnc2-c2ccncc2)cc1
assay / entry | 1 | 2 | 3 | 4 | 5 | 6 | 7 | 8
Tau fibril ThT | ? | 5% | -8% | 14µM* | -12% | 4% | 4% | -5%
GAA inh | 5% | -6% | -4% | -1% | -2% | nt | -10% | 1%
aGlu spleen mod | 1% | 3% | nt | -13% | -15% | -8% | 0% | -6%
Tau fluor cs | -17% | 0% | 2% | 10µM*[quencher] | -2% | 7% | -11% | -10%
Tau fibril FP | -10% | -3% | -3% | ? | 5% | -3% | -2% | 6%
HTT cytoprotect | -11% | -32%[inhibitor] | -12% | -24% | 21% | 8%[10 µM] | -8% | 43%[10 µM]
aGal spleen mod | 2% | 1% | 3% | -4% | -8% | 7% | -2% | 4%
GAA glycogen | 1% | 0% | 1% | 16µM* | 1% | 3% | 4% | 13%

9) O=C(CCn1c(=O)[nH]c2ccccc2c1=O)NCCCN1CCN(c2cccc(Cl)c2)CC1
10) CNC(=S)N/N=C/c1c(C(=O)OC)cnn1-c1ccc(F)cc1F
11) O=C(CSc1nc2[nH]ncc2c(=O)[nH]1)NCc1ccccc1
12) COC(=O)c1nn(-c2ccccc2)c(=O)cc1Sc1ccc(Cl)cc1
13) COc1ccccc1NC(=O)Cc1csc(N)n1
14) Clc1nc(Nc2ccccc2)nc(Nc2ccccc2)n1
15) Cc1cc(C)c(O)c(-c2cc(C(=O)Nc3c(C)n(C)n(-c4ccccc4)c3=O)[nH]n2)c1
16) Cc1cc(C)nc(NC(=O)c2c(-c3ccccc3Cl)noc2C)c1
assay / entry | 9 | 10 | 11 | 12 | 13 | 14 | 15 | 16
Tau fibril ThT | -9% | -10% | 4% | -7% | -1% | 6% | -13% | 0%
GAA inh | -4% | nt | -8% | -2% | -8% | -30% | nt | -5%
aGlu spleen mod | -7% | 0% | -20% | 3% | 4% | -6% | -6% | 7%
Tau fluor cs | -19% | -10% | 7% | -7% | -7% | -18% | -11% | -3%
Tau fibril FP | 1% | -3% | 7% | 6% | -5% | ? | -4% | -1%
HTT cytoprotect | 4% | 21%[10 µM] | -10%[10 µM] | 7%[10 µM] | -2%[10 µM] | -16%[10 µM] | 6%[10 µM] | nt
aGal spleen mod | -5% | 2% | -20% | -1% | 1% | 6% | 8% | -9%
GAA glycogen | -11% | 6% | -2% | 1% | 6% | 5% | ? | -17%

17) CC(=O)NCc1cn2c(C)csc2n1
18) C[C@@H]1C=CCC(=O)OC[C@H](C)C(=O)OC[C@H]2O[C@H]1C=C[C@@H]2O
19) COc1cccc(NC(=O)C2CCN(S(C)(=O)=O)CC2)c1
20) CC(C)c1ccccc1NS(=O)(=O)N(C)C
21) COC(=O)c1ccc(NC(=O)C2C3CCC(C3)C2C(=O)O)cc1 (stereo unspecified)
22) Cc1cccc(NC(=O)CCC(=O)NCCO)c1
23) Clc1ccc2nc(C3CCN(Cc4nnnn4C4CCCCC4)CC3)[nH]c2c1
24) COc1ccc(C2CC(=O)Oc3cc(O)ccc32)cc1 (stereo unspecified)
assay / entry | 17 | 18 | 19 | 20 | 21 | 22 | 23 | 24
Tau fibril ThT | -4% | -13%[11.5 µM] | 1% | 1% | 2% | 1% | -5% | -9%[81.4 µM]
GAA inh | -10% | nt | -7% | 12% | 7% | -6% | -7% | nt
aGlu spleen mod | -3% | -5%[17.4 µM] | -1% | -4% | -7% | -5% | -8% | 0%[119 µM]
Tau fluor cs | 2% | -19%[11.6 µM] | 4% | 5% | 3% | 4% | -25% | -16%[81.3 µM]
Tau fibril FP | 0% | -15%[11.6 µM] | 4% | -1% | -6% | -8% | -11% | -1%[81.3 µM]
HTT cytoprotect | -3% | ? | 10%[0.074 µM] | -32% | -8% | 18%[10 µM] | -9%[1.9 µM] | 21%[96.6 µM]
aGal spleen mod | 10% | -5%[17.5 µM] | 2% | -4% | -1% | -3% | -3% | 3%[119 µM]
GAA glycogen | -2% | nt | -2% | 17% | 11% | 7% | -1% | nt

25) Cc1cc(NC(=O)CSc2nc(=O)cc(N)n2-c2ccc(Cl)cc2)no1
26) Cc1cc(NC(=O)c2cc(-c3ccc(C)s3)nc3ccccc23)no1
27) Cc1oc(C(=O)O)cc1COc1ccc2c3c(c(=O)oc2c1C)CCC3
28) COc1cc(C(=O)NCCC(=O)NCCCN2CCCCC2C)cc(OC)c1OC (stereo unspecified)
29) CCOC(=O)Cc1c(C(=O)OCC)nnc2c(-c3ccccc3)c(C)nn12
30) CC1(C)C2CC=C(/C=N/NC(=O)c3ccccc3O)C1C2 (stereo unspecified)
31) CCc1ccccc1Nc1nc(N)nc(CSc2nnnn2C)n1
32) O=C(O)C1Cn2c(nc3c(c2=O)C2(CCCC2)Cc2ccccc2-3)S1 (stereo unspecified)
assay / entry | 25 | 26 | 27 | 28 | 29 | 30 | 31 | 32
Tau fibril ThT | -11% | -5% | ? | -7% | ? | -13% | 2% | -7%
GAA inh | -3% | ? | 3% | 13% | nt | -7% | -6% | 9%
aGlu spleen mod | -6% | 2% | 5% | 5% | nt | -5% | 6% | 2%
Tau fluor cs | -9% | -13% | -4% | -7% | -19% | -17% | 4% | 2%
Tau fibril FP | 0% | -6% | 2% | -5% | 1% | -1% | 0% | 9%
HTT cytoprotect | -18% | -22% | 6% | 4% | nt | -5%[10 µM] | -56%[inhibitor] | nt
aGal spleen mod | -12% | 5% | 7% | 7% | nt | 7% | 3% | 8%
GAA glycogen | 10% | 1% | -5% | 7% | 10%[76.3 µM] | -14% | 2% | -3%

33) COc1ccc2c(c1)CC1c3c(cc4c(c3-2)OCO4)CC[N+]1(C)[O-] (stereo unspecified)
34) COc1ccc(N(Cc2cc3cc(OC)ccc3[nH]c2=O)C(=O)C2CCCO2)cc1 (stereo unspecified)
35) CCCN=C(C)C1=C(O)c2ccccc2C1=O
36) Cc1cccc2c1CC(C)(C)NC2=C(C#N)C#N
37) O=C(CCS(=O)(=O)c1ccccc1)Nc1nc2cc3c(cc2s1)OCO3
38) Cc1onc(-c2ccccc2)c1C(=O)N1CCc2ccccc21
39) CCOc1c2ccc(C(=O)NCc3ccco3)cc2nn1CC
40) Cc1cc(C(=O)NCc2ccc(S(N)(=O)=O)cc2)cs1
assay / entry | 33 | 34 | 35 | 36 | 37 | 38 | 39 | 40
Tau fibril ThT | -15% | -13% | 2% | -2% | -17% | 2% | -11% | 0%
GAA inh | nt | 12% | -2% | 4% | nt | 6% | 14% | 3%
aGlu spleen mod | 1% | -3% | -2% | -6% | -9% | 0% | 10% | -10%
Tau fluor cs | 10% | -3% | -7% | -1% | -21% | -2% | 0% | 3%
Tau fibril FP | 1% | 0% | 0% | 6% | 8% | -1% | -3% | 0%
HTT cytoprotect | 0%[10 µM] | -7%[0.074 µM] | nt | 13%[10 µM] | 9%[10 µM] | -1% | 4% | 8%
aGal spleen mod | 3% | 10% | -2% | -1% | -14% | -12% | 13% | 22%
GAA glycogen | -6% | 1% | 4% | 6% | 0% | 0% | -17% | -2%

41) Cc1ccc(NCC(=O)N/N=C/c2cccc(Oc3ccccc3)c2)cc1
42) CCc1c(C)nc2c(-c3ccccc3)c(C)nn2c1Nc1ccc(NC(C)=O)cc1
43) O=C(Cn1c(=O)n(Cc2ccc3c(c2)OCO3)c(=O)c2ccccc21)N1CCCc2ccccc21
44) C/C(=N\NC(=O)c1ccncc1)c1cc2ccccc2o1
assay / entry | 41 | 42 | 43 | 44
Tau fibril ThT | ? | ? | -1% | -6%
GAA inh | -6% | nt | -13% | 1%
aGlu spleen mod | -3% | 2% | -5% | 2%
Tau fluor cs | 10µM*[quencher] | 18µM*[quencher] | -22% | 2%
Tau fibril FP | 15% | ? | -4% | -11%
HTT cytoprotect | -9%[10 µM] | -13%[10 µM] | -3%[10 µM] | -29%
aGal spleen mod | -3% | -3% | -2% | 2%
GAA glycogen | 4% | -12% | -2% | 4%

# Source: PubChem BioAssay (National Center for Advancing Translational Sciences (NCATS))
